# Bioassay records as filed in PubChem.
# D2 antagonist: D2 dopamine receptor (human) antagonism | HEK293 TREx D2 cells, calcium flux, dopamine EC80 | P14416 | inhibition, % at 10 µM | actives 2% (n = 340,000); in the data active means inhibition above about 30%; further: 0% is about no effect
#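 Overnight-induced (tetracycline, 30 C) HEK293 T-REx cells carrying force-coupled D2 receive a no-wash calcium dye, then compound, then EC80 dopamine at 180 s; signals are read kinetically throughout.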
# Glioma ERSR ind: induces the endoplasmic reticulum stress response in human glioma cells; U87-MG GRP78 promoter luciferase reporter, 16 h; Potency, µM, for inactives: top-dose activation, usual class: activators; actives 0.02% (n = 420,000); AID 602332; further: potency means the concentration at half of the fitted maximal effect; series mostly up to about 76 µM; % of control where 0% means no effect; nearly all actives have a fitted effect of over 35% in size
#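 Stably transfected U87-MG glioma cells carrying a GRP78-based luciferase sensor; 16 h compound incubation. Luminescence end-point read 10 min after Bright-Glo addition at room temperature.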
# LDHA inh: LDHA (human) enzyme inhibition; AID 1347041; purified LDHA, NADH/diaphorase-resazurin fluorescence; hits give low values; activity change, % (values are at about 110 or 230 µM); actives 0.15% (n = 480,000); in the data active means activity change below about -30%; inconclusive means mostly about -25% to -30%;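 further: plate controls were DMSO wells for no effect and wells without enzyme for full effect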
#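 Remaining NADH was detected by diaphorase (0.133 mg/mL) converting 37 µM resazurin to fluorescent resorufin, read at 0 and 20 minutes. The preceding 5-minute room-temperature reaction used 2 nM LDHA, 0.2 mM sodium pyruvate and 0.06 mM NADH at pH 7.4.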
# Vif-A3F inh: blocks the Vif interaction with APOBEC3F. actives 0.2% (n = 390,000). HeLa A3F-eYFP + Vif (tagged APOBEC3F with the HIV-1 protein that degrades it), YFP fluorescence increase. Potency, µM (top dose mostly 46.1 µM), for the others: top-dose activity, negative = active. AID 602313; further: potency means the concentration at half of the fitted maximal effect; % of control where 0% means no effect; nearly all actives have a fitted effect of over 65% in size
#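 HeLa cells stably expressing Vif plus C-terminally eYFP-tagged A3F were seeded, incubated overnight at 37 deg C, dosed with compound, incubated overnight again at 37 deg C. Yellow fluorescence (Ex 488/Em 500-530) reported blocked Vif-mediated A3F-eYFP degradation.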
# ALOX12 inh: blocks human arachidonate 12S-lipoxygenase | P18054 | purified 12hLO, xylenol orange hydroperoxide absorbance | Potency, µM (top dose mostly 108 µM), for inactives: top-dose activity change, negative = inhibition, actives largely listed as inhibitors | actives 1.1% (n = 580,000); further: potency means the concentration at half of the fitted maximal effect; on the % scale 0 is the no-effect control and ±100 the full control effect
# Target sequence (P18054 whole entry, looked up): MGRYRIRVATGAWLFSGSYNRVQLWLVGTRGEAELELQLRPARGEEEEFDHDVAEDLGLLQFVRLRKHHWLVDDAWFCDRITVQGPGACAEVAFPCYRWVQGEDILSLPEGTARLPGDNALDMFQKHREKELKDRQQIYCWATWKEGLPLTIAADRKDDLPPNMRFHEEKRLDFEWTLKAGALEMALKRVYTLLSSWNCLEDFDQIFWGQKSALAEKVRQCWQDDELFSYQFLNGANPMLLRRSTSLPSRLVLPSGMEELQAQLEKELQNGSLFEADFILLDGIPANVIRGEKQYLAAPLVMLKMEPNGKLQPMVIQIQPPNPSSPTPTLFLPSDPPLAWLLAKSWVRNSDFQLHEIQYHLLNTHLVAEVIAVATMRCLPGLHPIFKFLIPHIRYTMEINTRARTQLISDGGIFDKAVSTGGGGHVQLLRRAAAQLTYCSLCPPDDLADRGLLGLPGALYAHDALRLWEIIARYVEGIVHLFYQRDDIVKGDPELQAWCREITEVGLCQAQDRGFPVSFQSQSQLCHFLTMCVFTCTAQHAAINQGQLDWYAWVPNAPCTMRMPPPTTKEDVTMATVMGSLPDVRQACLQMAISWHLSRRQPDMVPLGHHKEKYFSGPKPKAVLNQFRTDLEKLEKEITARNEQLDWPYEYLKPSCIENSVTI
#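 Hydroperoxide product was detected by ferrous iron/xylenol orange as the 573 to 405 nm absorbance ratio. Arachidonic acid at 40 uM (final) was turned over for 30 min at room temperature by 150 nM human 12hLO, pH 7.0 Hepes buffer, after 15 min compound preincubation.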
# Vif-APOBEC3G blk: Vif-A3G binding inhibition. Potency, µM (series often up to 46.1 µM), inactives show at the top dose activity, negative = active, usual class: inhibitors. actives 0.076% (n = 410,000). Q9HC16. HeLa A3G-eYFP + Vif (tagged APOBEC3G with the HIV-1 protein that degrades it), YFP fluorescence, overnight;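 further: potency means the concentration at half of the fitted maximal effect; on the % scale 0 is the no-effect control and ±100 the full control effect; nearly all actives have a fitted effect of over 60% in size; hits raise eYFP signal because A3G escapes Vif-driven loss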
# Target sequence (Q9HC16 whole entry, looked up): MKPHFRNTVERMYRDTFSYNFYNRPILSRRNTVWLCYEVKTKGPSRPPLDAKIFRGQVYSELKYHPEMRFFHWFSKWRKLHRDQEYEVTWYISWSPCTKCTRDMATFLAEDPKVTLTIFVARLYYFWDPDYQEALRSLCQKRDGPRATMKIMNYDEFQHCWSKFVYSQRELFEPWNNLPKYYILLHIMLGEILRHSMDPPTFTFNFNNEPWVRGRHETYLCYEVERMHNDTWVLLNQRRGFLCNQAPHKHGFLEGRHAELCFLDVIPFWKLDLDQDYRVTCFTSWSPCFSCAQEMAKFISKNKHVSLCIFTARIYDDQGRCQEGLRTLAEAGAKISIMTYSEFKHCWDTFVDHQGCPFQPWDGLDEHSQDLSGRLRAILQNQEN
#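 HeLa cells stably expressing Vif and C-terminally eYFP-tagged A3G, seeded overnight at 37 deg C, then exposed to compound by pintool overnight at 37 deg C. Rise in yellow fluorescence (Ex 488/Em 500-530, Acumen) marks blocked Vif-driven A3G degradation.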
# D2 ag: agonists of human D2 dopamine receptor; activation, % at 2 µM; P14416; HEK293 T-REx D2 cells, calcium flux agonist mode; actives 0.53% (n = 340,000);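 active means activation over 3 SD above normal in the single-dose calcium agonist read, cut at about 30% in these data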; further: 0% is about no effect
#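 Agonism is scored from calcium flux in a force-coupled, inducible HEK293 cell line expressing D2, read kinetically for 180 s after compound addition against dopamine controls.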
# ERG Ets-DNA blk: blocks human ERG Ets domain binding to DNA. Potency, µM (titrated, usually from 76.9 µM), inactives show at the highest dose FP activity, negative = inhibition, most hits filed as inhibitors. actives 0.028% (n = 370,000). fluorescence polarization, His-ERG Ets domain / labelled DNA. AID 624246; active means well fitted inhibition curve with a large enough effect in the polarisation, with a control signal flat; inconclusive means small, poorly fitted or top-dose-only effect, or effect the other way, or a change in a side signal; inactive means no such curve, though single readings can be large or run the other way; the % refers to the polarisation;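 further: polarization taken with two DNA probes labelled with fluorescein and Texas red; potency means the concentration at half of the fitted maximal effect; % of control where 0% means no effect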
#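 His-tagged ERG Ets domain (1 uM in the protein solution; 300mM KCl, 50mM Tris-HCl, 1mM EDTA, 1mM DTT, pH 7.5) received compound, then a probe mix of 5 nM fluorescein-DNA and 100nM Texas-615-DNA. Fluorescence polarization was read for both dyes.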
# RGS4 inh: inhibitors of human regulator of G protein signaling 4. Potency, µM (doses to about 114 µM), for the others: at the top dose activity change, negative = inhibition, actives largely listed as inhibitors. actives 0.039% (n = 390,000). Transcreener GDP fluorescence polarization, RGS4-accelerated GTP hydrolysis; further: potency means the concentration at half of the fitted maximal effect; on the % scale 0 is the no-effect control and ±100 the full control effect; nearly all actives have a fitted effect of over 75% in size; some results filed as inactive show a strong effect at the top dose
#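 MLSMR compounds (23 nl, pin-transferred) preincubated 10 min at room temperature with a 500nM (2x) first reagent, then RGS4 at 900nM (2x) plus Transcreener GDP mix added; fluorescence polarization (620/688 nm) read before and after 90 min at 30 °C.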
# * marks the source's active call; other numbers are inactive results; i = inactive; ? = inconclusive; / = no result given; & = joins results of further samples; [ ] = dose if it differs, or a comment. Unless noted, the call rests on the fitted dose curve; in most records, active means well fitted curve in the direction sought with a large enough effect; inconclusive means small, poorly fitted or top-dose-only effect, or another doubt; inactive means no such curve, though single readings can be large; an effect the other way counts as inactive or inconclusive.
# Value order – D2 antagonist | Glioma ERSR ind | LDHA inh | Vif-A3F inh | ALOX12 inh | Vif-APOBEC3G blk | D2 ag | ERG Ets-DNA blk | RGS4 inh
> CCCCNC(=O)NNC(=O)COc1cc(C)cc(C)c1
→ / | -4% | -2 | -36% | -5% | -3% | / | 1% | 3%
> CC(C)CCN(C(=O)CNC(=O)c1ccco1)C(C(=O)NC1CCCCC1)c1cccnc1 (stereo not drawn)
→ -12 | -3% | -5 | -4% | 0% | 0% | 1.0 | -3% | -2%
> Cc1ccc(NC(=O)C2CCN(S(=O)(=O)c3ccc4c(c3)oc(=O)n4C)CC2)cc1
→ 10 | -4% | 0 | 4% | -1% | 1% | 0.0 | -4% | 13%
> COc1cccc(NC(=O)c2ccc(S(=O)(=O)N3CCCCC3)cc2)c1
→ 5 | -2% | -5 | 1% | 10% | -5% | 0.0 | -8% | 12%
> CCOc1ccc(C(=O)N2CCc3cc(OC)c(OC)cc3C2)cc1OCC
→ 3 | -4% | 4 | -5% | 0% | ? | 0.9 | 8% | -3%
> O=C(NCCc1cccs1)c1ccc(Cn2c(SCc3cccc(F)c3)nc3cccnc32)cc1
→ / | -1% | -5 | -9% | 1% | 4% | / | -5% | -17%
> Oc1ccccc1/C=N/n1c(-c2cccs2)n[nH]c1=S
→ -7 | 1% | 0 | -15% | / | 2% | 0.9 | -8% | ?
> CC(C)(C)C(=O)Nc1ccc(C(=O)Nc2cc(NC(=O)c3ccc(NC(=O)C(C)(C)C)cc3)cc(C(=O)O)c2)cc1
→ -12 | -3% | -20 | 3% | 3% | 1% | -1.2 | 7% | -23%
> COc1cc(OC)c(NC(=O)c2c(C)oc3ncnc(N4CCCCC4)c23)cc1Cl
→ / | 0% | -2 | -9% | -3% | -2% | 1.4 | -3% | -3%
> COc1ccc(CC(=O)N2CCN=C2SCc2cccc([N+](=O)[O-])c2)cc1
→ -6 | -5% | 1 | -33% | 12% | -13% | -1.2 | 2% | -7%
> CC(C)N(Cc1nc(-c2ccc(Cl)cc2)no1)C(=O)CN(C)S(=O)(=O)c1ccc(Cl)cc1
→ 4 | -4% | 1 | -4% | 3% | -2% | 0.6 | 4% | 3%
> Cc1ccc(NC(=O)C[n+]2cc(-c3ccccc3)n3c2CCC3)cc1
→ 56* | -4% | -7 | 2% | 10% | 3% | 71* | -10% | 6%
> O=C(CSc1ccc(-c2ccc(Br)cc2)nn1)N1CCOCC1
→ 8 | 2% | -1 | 15% | -15% | 2% | 0.1 | -2% | 21%
> Cc1ccccc1NC(=O)c1cc(S(=O)(=O)N2CCCCC2)ccc1N1CCOCC1
→ / | -2% | -4 | -2% | 8% | 2% | / | / | /
> c1coc(-c2nnc(SCc3nc4ccccc4[nH]3)o2)c1
→ 5 | -2% | 1 | 2% | -9% | 2% | -0.2 | -10% | -16%
> CN1C(=O)C2CN(CCc3ccccc3)CNC2N(C)C1=O (stereo not drawn)
→ 5 | 2% | -1 | -1% | 0% | 0% | 5.5 | -18% | -13%
> CC(=O)NCC(=O)N1CCCC(C(=O)c2ccc3c4c(cccc24)CC3)C1 (stereo not drawn)
→ 5 | 0% | 0 | -1% | -8% | -6% | -1.4 | ? | 0%
> O=C(CCCNC(=O)c1ccc(Cl)cc1)Nc1ccc(S(=O)(=O)Nc2ncccn2)cc1
→ 4 | -4% | -7 | 3% | 12% | 1% | -0.1 | -4% | 24%[11.4 µM]
> COc1ccc(CN2C(=O)c3ccccc3C2C(=O)NCc2cccnc2)c(OC)c1 (stereo not drawn)
→ 5 | -2% | -5 | 1% | -16% | -2% | -0.2 | -4% | 4%
> Cc1c(NC(=O)Oc2ccccc2)sc(=S)n1C
→ -3 | -4% | 5 | 2% | -12% | -4% | 1.0 | / | -32%
> O=C(Nc1ccc(Oc2ccccc2)cc1)c1ccc(F)c(S(=O)(=O)N2CCN(c3ccccc3F)CC2)c1
→ / | -2% | -4 | 3% | -35% | 10% | -0.1 | 4% | 2%
> CNC(=O)c1[nH]cnc1C(=O)NCC(=O)OC(C)(C)C
→ 5 | -5% | 3 | 0% | 12% | -1% | 0.0 | 2% | 2%
> O=C(c1ccc(C(F)(F)F)cc1)N1CCC(c2noc(-c3ccc(S(=O)(=O)N4CCCC4)cc3)n2)CC1
→ / | -1% | 0 | 2% | 0% | 4% | 1.0 | -12% | 17%
> COc1ccc(NC(=O)CSc2nc3c([nH]c4ccccc43)c(=O)n2-c2ccccc2)c(OC)c1
→ / | -5% | -19 | -4% | ? | -16% | 1.2 | -2% | -20%
> CN(Cc1ccccc1)C(=O)NC1CCCCC1
→ 10 | -1% | -4 | -16% | 0% | 2% | 0.3 | 6% | 26%
> COc1ccc(OC)c(-c2nnc3n2N=C(c2ccc(OC)c(OC)c2)CS3)c1
→ / | -2% | 0 | -13% | -8% | ? | / | / | -15%
> Cc1n[nH]c(C)c1SCC(=O)Nc1ccc(F)cc1
→ -6 | -1% | -7 | 0% | 143%[activator] | 0% | 0.0 | 1% | 20%
> N=c1ncn(CC(O)CO)c2nc(N3CCOCC3)[nH]c12 (stereo not drawn)
→ -25 | -11% | -2 | -11% | ? | 0% | -0.4 | -13% | -41%
> CCc1ccc(NC(=O)CCCN2C(=O)C3CC=CCC3C2=O)cc1 (stereo not drawn)
→ 11 | -4% | -2 | -23% | 0% | 1% | 0.1 | 5% | -8%
> Cn1cc(SCC(=O)Nc2nc3ccccc3s2)c2ccccc21
→ -14 | -4% | -1 | -14% | ? | 1% | 0.3 | -10% | 3%

# An excerpt from above, reduced to Vif-APOBEC3G blk.
molecule	Vif-APOBEC3G blk
O=C(CCCNC(=O)c1ccc(Cl)cc1)Nc1ccc(S(=O)(=O)Nc2ncccn2)cc1	1%
COc1ccc(CN2C(=O)c3ccccc3C2C(=O)NCc2cccnc2)c(OC)c1 (stereo not drawn)	-2%
Cc1c(NC(=O)Oc2ccccc2)sc(=S)n1C	-4%
O=C(Nc1ccc(Oc2ccccc2)cc1)c1ccc(F)c(S(=O)(=O)N2CCN(c3ccccc3F)CC2)c1	10%
CNC(=O)c1[nH]cnc1C(=O)NCC(=O)OC(C)(C)C	-1%

# (next part)
# Value order – D2 antagonist | Glioma ERSR ind | LDHA inh | Vif-A3F inh | ALOX12 inh | Vif-APOBEC3G blk | D2 ag | ERG Ets-DNA blk | RGS4 inh
> COc1ccc2c(c1)N(C[C@H](C)CN(C)C)c1ccccc1S2
→ / | -1% | -7 | 6% | ? | 3% | / | -6% | 3%
> O=C(NCC(c1cccnc1)N1CCN(c2ccccc2)CC1)c1ccc2c(c1)OCO2 (stereo not drawn)
→ -36 | -2% | -3 | 2% | 0% | -2% | 7.3 | -3% | -8%
> COc1ccc(C(=O)Nc2cnc3sc(C)nn3c2=O)cc1
→ 0 | 4% | -7 | -2% | 10% | 2% | 2.6 | -3% | 15%
> COc1ccc(Br)cc1/C=N/NC(=O)c1nc(-c2ccccc2)n2c1CCCCC2
→ 1 | -7% | -1 | -6% | 33%[activator] | -4% | 0.9 | -2% | -50%
> CCN(CC)CCCNC(=O)c1cn(CC(C)C)c(=O)c2c1c1ccccc1n2C
→ -18 | -1%&-2% | 0&-9 | -29%&2% | ? | -7%&3% | -0.8&0.5 | 0%&3% | -15%[56.9 µM]
> Cc1nc2ccccc2c(=O)n1NC(=O)Cc1ccc([N+](=O)[O-])cc1
→ -7 | -4% | -6 | 10% | -14% | -2% | 0.0 | -6% | 2%
> O=C(O)CSc1nc(-c2ccc(Cl)cc2)nc2c1oc1ccccc12
→ -8 | 1% | -4 | 2% | ? | -16% | 1.5 | -14% | -31%
> Cc1ccc(C)c(NC(=S)NCCN2CCOCC2)c1
→ / | -6% | -1 | 2% | -16% | 3% | / | -10% | -14%[11.4 µM]
> CC(=O)c1cccc(N(CC(=O)Nc2ccccc2F)S(C)(=O)=O)c1
→ 46* | -4% | -4 | -3% | -2% | 0% | 0.3 | 1% | 21%
> O=C(C1=COCCO1)N(Cc1nnc(-c2ccc(Cl)cc2)o1)C1CC1
→ -10 | 5% | -1 | 5% | 11% | 0% | 0.1 | 2% | -34%
> CCn1cc(C(=O)N2CCOCC2)c(=O)c2cc(S(=O)(=O)N(C)C)ccc21
→ 11 | 0% | -1 | 1% | i | -1% | 1.6 | -5% | -3%
> O=C1C(Cl)=C(N2CCOCC2)C(=O)N1c1ccccc1
→ -2 | 5% | -6 | -13% | -26% | 3% | -0.5 | / | -9%
> COc1ccc(N(Cc2ccccc2)S(=O)(=O)c2cccc(C(=O)NC3=NCCS3)c2)cc1
→ -12 | 1% | -4 | -11% | -13% | -7% | 0.6 | 0% | -20%
> Cc1nc2ccc(F)cc2cc1C(=O)Nc1cccc(Cl)c1C
→ 25 | -3% | 0 | -6% | -7% | -9% | -0.2 | -4% | -13%
> CCOc1ccc(/C=C/c2nc(C#N)c(N3CCCCC3)o2)cc1
→ / | -3% | 2 | -21% | 0% | ? | -0.2 | 0% | -9%
> O=C(NCCc1nc2ccccc2[nH]1)c1cccc(Br)c1
→ 18 | 1% | -7 | 5% | -5% | 0% | -0.9 | 11% | 1%

# An excerpt; the hit share may differ from the screen's.
